Salmonella PhoP GFP – Inhibition of PhoP regulon, Salmonella typhi GFP reporter cells, confirmation, 4 h (AID 1850); Salmonella Typhi PhoP-promoter GFP reporter, fluorescence, 4 h; higher % means a stronger effect; inhibition, % at 50 µM, or IC50 in µM where a hit was titrated; 0.33% of 310,000 active; in the data active = a potency from the dose series; inconclusive = inhibition mostly from about 25% at the one dose, without a potency; inactive = the rest, 99 in 100 with inhibition below about 19%;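 note: 0% = induced wells with vehicle and 100% = uninduced wells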
H1N1 NS1A inhibition – H1N1 influenza NS1A inhibitors, functional cell based assay (AID 504329) | inhibition, % at 12.5 µM, or IC50 in µM where a hit was titrated | NS1A functional cell-based assay, percent inhibition; higher % means a stronger effect | 0.3% of 340,000 active; in the data active = a potency from the dose series; inconclusive = inhibition above about 27% without an active follow-up result; note: strong numbers were not always called active
H37Rv inhibition – M. tuberculosis growth inhibition, HTS (AID 449762). inhibition, % at 25 µM; hits with a dose series show IC50 in µM. 0.59% of 330,000 active. M. tuberculosis H37Rv growth inhibition, 7H9 media; higher % means a stronger effect; in the data active = a potency from the dose series; inconclusive = inhibition above about 70% without an active follow-up result;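 note: bacterial growth assessed after seven days of incubation; strong numbers were not always called active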
inhibitors of VEEV – inhibitors of VEEV TC-83 cytopathic effect, confirmation, Vero cells (AID 588727) | Vero cells, VEEV TC-83 cytopathic effect inhibition; higher % means a stronger effect | inhibition, % at 20 µM; hits with a dose series show IC50 in µM | 0.13% of 350,000 active; in the data active = a potency from the dose series; inconclusive = inhibition mostly from about 14% at the one dose, without a potency; inactive = the rest, 99 in 100 with inhibition below about 12%; note: strong numbers were not always called active
tuberculosis growth – growth inhibition of non-replicating M. tuberculosis (AID 488890). Mycobacterium tuberculosis non-replicating, growth inhibition; higher % means a stronger effect. inhibition, % at 25 µM; hits with a dose series show IC50 in µM. 0.39% of 320,000 active; in the data active = a potency from the dose series; inconclusive = inhibition mostly from about 82% at the one dose, without a potency; inactive = the rest, 99 in 100 with inhibition below about 76%;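 note: plate controls were DMSO cells for no effect and high antibiotic wells for full effect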
inhibitors of VEEV 10K pilot screen – further read-out of inhibitors of VEEV, marked with its call; inhibition, %; measured here: 10K pilot screen inhibition
An asterisk follows results filed as active; i = inactive; ? = inconclusive; / = no result given; & = joins results of further samples.

SMILES	Salmonella PhoP GFP	H1N1 NS1A inhibition	H37Rv inhibition	inhibitors of VEEV	tuberculosis growth	others
CC(=O)OC[C@H]1O[C@H](C/C=N/OC[C@@H](O)[C@H]2O[C@@H]3OC(C)(C)O[C@@H]3[C@H]2O)C=C[C@@H]1OC(C)=O	9%	/	-1%	/	24%
CN(CCc1ccccn1)c1ccccc1	/	2%	/	1.6%	/
Cc1ccc(-c2ccc(SCC(=O)Nc3ccc4c(c3)OCCO4)nn2)cc1	-23%	6%	-3%	0.3%	?
O=S(Cc1ccc(Cl)cc1)CC(O)COc1ccc(Cl)cc1 (stereo not drawn)	-3%	0%	9%	i	48%
COc1ccc(CC(=O)NNS(=O)(=O)c2ccccc2)cc1OC	-7%	4%	-2%	0.5%	-2%
O=C(Nc1ccsn1)c1ccc(Cl)cc1Cl	-11%	-4%	-8%	0.1%	25%
COc1ccccc1N(CC(=O)N1CCCC1)S(=O)(=O)c1ccc(C)cc1	3%	-7%	7%	1.1%	11%
CCOCCCn1c(SCC(=O)Nc2ccccc2)nc2ccccc2c1=O	-6%	-4%	-5%	1.9%	13%
COc1cc(C(C)=O)ccc1OCC(O)CNCC(O)c1ccccc1 (stereo not drawn)	-28%	-2%	-4%	0.6%	-5%
O=C1c2ccccc2C(=O)N1CCN1CCc2ccccc21	0%	0%	-9%	i	-4%
CC(OCCN(C)C)C(=O)C12CC3CC(CC(C3)C1)C2 (stereo not drawn)	-7%	/	-3%	23%	-25%
CSc1nc(Oc2ccc(Cl)cc2)c2sccc2n1	1%	-19%	-12%	0.4%	25%
CC(C)CN1C(=O)C(NC(=O)C2CC2)(C(F)(F)F)C2=C1CC(C)(C)CC2=O (stereo not drawn)	-3%	0%	-3%	i	-5%
CC(=O)Nc1ccc(NC(=O)CCNC(=O)c2ccccc2Cl)cc1	-1%	-1%	1%	0.2%	-21%
Cc1cccc(C(=O)NCCCNC(=O)c2cccnc2)c1	4%	6%	-5%	12%	-24%
CCOC(=O)c1cc(CC)sc1NC(=O)c1ccc(N2C(=O)CCC2=O)cc1	-9%	-4%	0%	i	-9%
Cc1cc(=O)oc2cc(OCC(=O)c3ccc4c(c3)NC(=O)CO4)ccc12	2%	-3%	-10%	i	-28%
Cc1c(C(=O)Nc2ccccc2C(=O)N2CCOCC2)cccc1[N+](=O)[O-]	1%	-5%	-5%	i	21%
CCCc1oc(C(=O)O)cc1CN1CCCC1	12%	-10%	-1%	0.5%	-6%
Cc1ccc(-c2nc3ccccc3c(=O)n2-c2ccc(Br)cn2)cc1	3%	3%	8%	0.2%	43%
COc1ccccc1NC(=O)C(C)OC(=O)CSCC(=O)Nc1cc(C)on1 (stereo not drawn)	/	-6%	0%	1.4%	-11%
COc1ccc(NS(=O)(=O)c2ccc3c(c2)NC(=O)CO3)c(OC)c1	-6%	10%	13%	0.8%	19%
COc1cccc(-n2c(=O)n(Cc3ccccc3)c(=O)c3[nH]cnc32)c1C	1%	0%	-4%	3.5%	17%
O=C(Nc1ccc(S(=O)(=O)Nc2ccccn2)cc1)C(F)(F)F	-8%	-11%	-6%	0.2%	23%
O=C(NC1CC1)c1sc2cc([N+](=O)[O-])ccc2c1Cl	-7%	-5%	5%	0.4%	16%
Cc1ccc(-n2c(N)c(S(=O)(=O)c3ccccc3)c3nc4ccccc4nc32)cc1	6%	7%	1%	1.2%	15%
COc1ccc(-c2cc(=Nc3ccccc3)c3cc(C)ccc3o2)cc1	7%	-2%	22%	2.1%	41%
CCCNC(=O)c1cc(-c2ccco2)on1	-5%	-6%	-6%	6.7%	60%
O=C(OCc1c(-c2ccccc2)ncc2ccccc12)c1ccco1	/	1%	8%	0.6%	48%
COC(=O)CCC(=O)Nc1ccc(NC(=O)CCC(=O)OC)cc1	-2%	1%	0%	2.9%	0%
Cc1n[nH]c(=S)n(/N=C/c2cccc([N+](=O)[O-])c2)c1=O	-6%	27%	7%	0.0%	-3%
Cc1cccc(CC(=O)Nc2ccon2)c1	-1%	-1%	0%	i	8%
N#CCSc1nnc(N)s1	-5%	-6%	-2%	1.1%	-7%
CCOc1ccc(C(=O)N2CCN(CCc3ccccc3)CC2)cc1OCC	1%	-20%	3%	i	10%
COc1cc([C@H]2[C@@H]3CCCC[C@]3(O)CCN2CC(=O)Nc2ccc(C)cc2)ccc1O	4%	0%	3%	0.1%	33%
O=C(Nc1ccc(N2CCOCC2)c(F)c1)c1cccs1	-5%	-8%	-14%	1.7%	-13%
COc1cc(C(=O)NCc2cccc3ccccc23)cc(Cl)c1OC	9%	3%	7%	6.4%	19%	inhibitors of VEEV 10K pilot screen=5.3
COc1cc(CNS(=O)(=O)CCl)cc(OC)c1OC	/	0%	-8%	3.2%	0%
CCOc1ccc(C(C)=O)cc1COC(=O)c1ccccc1C(=O)N(C)Cc1ccccc1	/	0%	/	7.0%	/
CCN(CC)C(=O)c1[nH]cnc1C(=O)N[C@@H](Cc1ccccc1)C(=O)OC(C)(C)C	21%	-9%	-2%	0.1%	39%

Random excerpt: seven compounds from above
SMILES	Salmonella PhoP GFP	H1N1 NS1A inhibition	H37Rv inhibition	inhibitors of VEEV	tuberculosis growth	others
CCOc1ccc(C(=O)N2CCN(CCc3ccccc3)CC2)cc1OCC	1%	-20%	3%	i	10%
CCN(CC)C(=O)c1[nH]cnc1C(=O)N[C@@H](Cc1ccccc1)C(=O)OC(C)(C)C	21%	-9%	-2%	0.1%	39%
COc1cc(CNS(=O)(=O)CCl)cc(OC)c1OC	/	0%	-8%	3.2%	0%
COc1cc([C@H]2[C@@H]3CCCC[C@]3(O)CCN2CC(=O)Nc2ccc(C)cc2)ccc1O	4%	0%	3%	0.1%	33%
CCOc1ccc(C(C)=O)cc1COC(=O)c1ccccc1C(=O)N(C)Cc1ccccc1	/	0%	/	7.0%	/
Cc1n[nH]c(=S)n(/N=C/c2cccc([N+](=O)[O-])c2)c1=O	-6%	27%	7%	0.0%	-3%
COc1cc(C(=O)NCc2cccc3ccccc23)cc(Cl)c1OC	9%	3%	7%	6.4%	19%	inhibitors of VEEV 10K pilot screen=5.3

Next structures:
SMILES	Salmonella PhoP GFP	H1N1 NS1A inhibition	H37Rv inhibition	inhibitors of VEEV	tuberculosis growth	others
CCCn1c(C(CO)Nc2nc(C)cs2)nc2ccccc21 (stereo not drawn)	-36%	-8%	-6%	5.0%	-5%
COc1cc(C(=O)N2CCCN(c3nc4cc(C)ccc4cc3C#N)CC2)cc(OC)c1OC	10%	/	-13%	/	17%
O=C(O)Cn1c(=O)n(Cc2ccccc2)c2ccccc21	-3%	-2%	-4%	0.6%	-11%
COc1ccc(C(=O)NCC(=O)OCc2ccc(F)cc2)cc1	3%	-5%	-3%	0.5%	3%
COc1ccc(N(C(=O)c2cnccn2)C(C(=O)NC2CCCCC2)c2ccc(Cl)cc2)cc1 (stereo not drawn)	-1%	0%	-5%	i	-8%
O=C1c2cccnc2C(Nc2ccc(F)c(Cl)c2)N1Cc1cccs1 (stereo not drawn)	11%	-2%	10%	0.8%	30%
CCCCc1cc(=O)oc2cc(C)cc(OCC(=O)NCc3ccccn3)c12	-21%	-12%	-1%	8.2%	20%
COc1ccc(C)cc1S(=O)(=O)N(C)CC(=O)NC1CCCC1	2%	-10%	1%	1.9%	6%
COc1ccc(C(=O)n2nc(C)c(Br)c2C)cc1OC	9%	-2%	0%	2.0%	0%
Cc1ccccc1CSCC(=O)Nc1ccccc1Br	-7%	-9%	7%	1.8%	42%
FC(F)(F)Oc1ccc(NC(=S)NCCCN2CCOCC2)cc1	3%	-12%	0%	0.1%	3%
CCN(CCO)Cc1csc2ccc(C(C)(C)C)cc12	8%	-4%	15%	i	4%
CCn1ccnc1CN(C)Cc1nc(-c2ccccc2)no1	-1%	2%	-11%	1.6%	5%
C=CCOc1ccc2nc(NC(=O)OC)[nH]c2c1	0%	-1%	-10%	0.4%	-3%
COc1cc(N)ccc1C(=O)O	-13%	11%	-4%	1.6%	5%
COc1ccc(NC(=O)Nc2nnc(CC(=O)Nc3ccccc3)s2)cc1	5%	13%	-1%	i	-5%
CCOC(=O)CNC(=O)CSc1nnc(-c2cccc(C)c2)n1-c1ccc(OC)cc1	2%	-4%	2%	0.6%	44%
O=S(Cc1ccc(Br)cc1)Cc1nnc(SCc2c(Cl)cccc2Cl)n1-c1ccccc1 (stereo not drawn)	2%	2%	-3%	i	27%
O=C(NCCN1CCC(Cc2ccccc2)CC1)C1CCN(S(=O)(=O)N2CCC3(CC2)OCCO3)CC1	12%	13%	-8%	0.6%	6%
CC(=O)NC12CC3CC(C1)CC(C(=O)Nc1c(C)n(C)n(-c4ccccc4)c1=O)(C3)C2	-11%	-6%	-13%	i	-2%
CCOC(=O)Cc1cc(=O)[nH]n(-c2ccccc2)c1=O	/	-2%	/	i	/
C=CCn1c(SCC(=O)NC(=O)c2cccn2C)nc2ccccc2c1=O	3%	-2%	-2%	i	-11%
O=C(NCc1ccncc1)C1=NN(c2ccccc2)C(=O)CC1	-1%	2%	5%	i	-5%
CCS(=O)(=O)Nc1cc(-c2nc3cccnc3s2)ccc1C	3%	5%	-3%	3.8%	24%
N#CCC(=O)Nc1ncc(Cc2ccccc2Cl)s1	13%	-2%	3%	1.3%	-3%
N/C(=N\OC(=O)c1ccc2c(c1)OCO2)c1ccncc1	9%	-7%	5%	1.0%	-3%
COc1ccc(-c2n[nH]c(=S)n2C2CCCCC2)cc1	-10%	-9%	-3%	3.9%	-3%
CCN(C(=O)CSc1nnc(C)n1-c1ccccc1)C1CCS(=O)(=O)C1 (stereo not drawn)	4%	12%	5%	0.9%	-2%
CCc1noc(C)c1C(=O)OCC(=O)c1ccccc1OC	2%	-2%	12%	8.9%	16%
COc1ccc(CC(=O)Oc2ccccc2C)cc1S(=O)(=O)N1CCOCC1	3%	-10%	4%	6.6%	-11%
CCC(C)[C@@H](C(=O)Nc1ccc(OC)c(OC)c1)N1Cc2ccccc2C1=O (stereo partly drawn)	-8%	1%	-5%	i	19%
COc1cccc(/C=N/NC(=O)c2nnn(-c3nonc3N)c2C(C)C)c1	0%	14%	2%	4.2%	13%
CCCCn1c(O)c(C(CC)=NCCN2CCCCC2)c(=O)[nH]c1=O	1%	11%	2%	5.8%	41%
CCc1c(C)nc2ccc(Br)cc2c1SCCC#N	5%	1%	1%	4.9%	9%
COc1cccc(-c2nn(C)c3sc(C(=O)NCc4ccc(C)cc4)cc23)c1	1%	-4%	5%	8.2%	14%
CCN1C(=O)/C(=c2\s/c(=C3\Sc4ccccc4N3C)c(=O)n2C)N(C)C1=S	10%	/	4%	/	-9%
COc1ccccc1-n1nnnc1SCC(=O)Nc1oc(C)c2c(C)n[nH]c(=O)c12	2%	-3%	-5%	3.0%	-15%
COc1ccc(C(=O)NCc2ccccn2)cc1	-8%	-1%	-5%	2.6%	-6%
O=c1[nH][nH]c2cc([N+](=O)[O-])ccc12	/	0%	/	i	/
CC(=O)C1=C(O)C(=O)N(CCc2ccccc2)C1c1ccccc1[N+](=O)[O-] (stereo not drawn)	-6%	-2%	8%	i	9%
COC(=O)/C(=N/Nc1cccc(C)c1)N1CCCc2ccccc21	-5%	-5%	0%	1.1%	-2%
O=C1CN(C(=O)c2cccc([N+](=O)[O-])c2)CC(=O)N1	-2%	-3%	-1%	i	-5%
COc1ccccc1N=C1SCCCN1C	-4%	-2%	-6%	2.7%	31%
CCOc1cc(C(=O)N=c2sccn2C)ccc1OC(F)F	-17%	20%	-4%	1.9%	15%
COc1ccc2[nH]c(C)c(CCN(Cc3cccs3)C(=S)Nc3cccc(F)c3)c2c1	-11%	7%	-6%	8.2%	/
O=C(N/N=C/c1cccnc1)c1ccccc1Br	7%	1%	-5%	0.9%	-5%
O=C(NCCCNCc1ccccc1)c1ccccn1	0%	1%&-2%	-9%	2.3%	2%
COc1cccc(NC(=O)C2CC(=O)N/C(=N/NC(=O)c3ccc(C)cc3)S2)c1 (stereo not drawn)	6%	-7%	11%	0.9%	-5%
O=C(CSC1=NS(=O)(=O)c2cc(F)ccc2N1)Nc1ccc(F)cc1	2%	-6%	7%	0.6%	5%
O=C(NCCC1=CCCCC1)C1CCCN(S(=O)(=O)c2cccnc2)C1 (stereo not drawn)	6%	1%	-4%	i	8%
CCOc1ccc(CN(CCO)CCO)cc1C(=O)OC	2%	8%	-4%	4.5%	-1%
O=C(CC1S/C(=N/N=C/C=C/c2ccccc2)NC1=O)Nc1ccc(C(=O)O)cc1 (stereo not drawn)	4%	6%	36%	0.2%	22%

Three entries out of the list, arranged by molar mass, low to high.
SMILES	Salmonella PhoP GFP	H1N1 NS1A inhibition	H37Rv inhibition	inhibitors of VEEV	tuberculosis growth	others
COc1ccccc1N=C1SCCCN1C	-4%	-2%	-6%	2.7%	31%
O=C(N/N=C/c1cccnc1)c1ccccc1Br	7%	1%	-5%	0.9%	-5%
COC(=O)/C(=N/Nc1cccc(C)c1)N1CCCc2ccccc21	-5%	-5%	0%	1.1%	-2%
